Rin1 Abl inh = inhibitors of human Rin1-Abl protein interaction. TR-FRET Rin1/Abl binding, biochemical. 360,000 tested, 0.4% active. P00519+Q13671. inhibition, % at 7.35 µM; in the data active = inhibition above about 5%, passing the limit was not always enough
SUMO1 PPI mod = modulators of human SUMO1-mediated protein-protein interactions; SUMO1 binding to a labelled peptide, TR-FRET, 1 h; 360,000 tested, 0.33% active; inhibition, % at 20 µM; in the data active = inhibition above about 37%
CSN deneddyl inh = CSN deneddylation inhibition; Q92905; Purified CSN, SCF-Nedd8-OG deneddylation, fluorescence polarization; inhibition, % at 12.5 µM; 360,000 tested, 0.38% active;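 active = pattern-corrected inhibition above about 35%, with an unprinted fluorescence ratio check between 0.5 and 1.5, limit read from the data, passing the limit was not always enough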;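 also: 0% = enzyme with substrate and 100% = substrate without enzyme; some results filed as inactive read as strong as hits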
Target sequence (Q92905 whole entry, looked up, one chain of several): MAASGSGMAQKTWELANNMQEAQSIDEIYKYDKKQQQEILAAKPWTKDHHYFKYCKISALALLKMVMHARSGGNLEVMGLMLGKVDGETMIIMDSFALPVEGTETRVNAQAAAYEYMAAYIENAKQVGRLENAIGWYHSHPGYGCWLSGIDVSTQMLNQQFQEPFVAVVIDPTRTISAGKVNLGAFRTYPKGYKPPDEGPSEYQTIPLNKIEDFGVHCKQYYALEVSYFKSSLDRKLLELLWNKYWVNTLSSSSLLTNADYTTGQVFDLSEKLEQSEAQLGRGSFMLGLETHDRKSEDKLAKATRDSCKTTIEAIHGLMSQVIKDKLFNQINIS
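Detection – fluorescence polarization · System – HEK293T-derived human Csn5 enzyme · Controls – substrate-only high control, full reaction low control · Timing – 90 min, room temperature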
Rpn11 block = inhibitors of human proteasome Rpn11 | O00487 | human 26S proteasome, Ub4-pepOG fluorescence polarization; 20S core pre-blocked with epoxomicin | calls only at 20 µM | 360,000 tested, 0.59% active | AID 588493;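 active = inhibition at 20 µM, scaled to each plate's controls, above about 33%, limit read from the data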
Target sequence (O00487 whole entry, looked up): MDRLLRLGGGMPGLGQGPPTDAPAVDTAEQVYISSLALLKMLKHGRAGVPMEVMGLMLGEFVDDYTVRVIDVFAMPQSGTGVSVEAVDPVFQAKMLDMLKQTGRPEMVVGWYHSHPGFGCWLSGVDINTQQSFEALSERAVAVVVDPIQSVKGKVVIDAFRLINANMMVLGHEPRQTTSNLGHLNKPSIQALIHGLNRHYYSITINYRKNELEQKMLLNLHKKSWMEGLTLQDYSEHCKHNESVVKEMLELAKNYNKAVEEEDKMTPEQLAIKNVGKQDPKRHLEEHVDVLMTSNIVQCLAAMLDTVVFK
Scp-1 inhibitor = blocks human Scp-1 phosphatase activity; Recombinant Scp1, phosphopeptide, malachite green phosphate absorbance; inhibition, % at 20 µM; 340,000 tested, 0.88% active;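 active = inhibition above about 50% at 20 µM, limit read from the data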;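 also: plate controls were DMSO wells with enzyme for no effect and wells lacking enzyme for full effect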
Target sequence (Q9GZU7 76-261 limits assumed): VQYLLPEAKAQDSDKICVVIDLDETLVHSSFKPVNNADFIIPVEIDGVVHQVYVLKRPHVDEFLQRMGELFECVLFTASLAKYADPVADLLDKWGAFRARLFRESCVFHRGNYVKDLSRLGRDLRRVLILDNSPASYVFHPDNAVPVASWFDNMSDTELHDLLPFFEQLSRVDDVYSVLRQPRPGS
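Test system: SCP-1 phosphatase catalytic domain, residues 76-261; measured by: colorimetric phosphate reagent with accelerator and stabiliser, absorbance at 630 nm; timing: enzyme reaction 45 min at room temperature, colour 5 min, stabilisation 30 min; also added: Phosphorylated 17-residue peptide substrate; compound dosing: one concentration, 20 µM, with 1.0% DMSO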
STEP block = STEP (human) phosphatase inhibition; P54829; 360,000 tested, 0.25% active; recombinant STEP, OMFP fluorogenic substrate, fluorescence; inhibition, % at 20 µM;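 active = inhibition at 20 µM, scaled per plate between control wells, above about 37%, limit read from the data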;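 also: 0% = DMSO with enzyme and substrate and 100% = substrate only without enzyme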
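System: isolated STEP enzyme; schedule: 20 min enzyme reaction at room temperature, protected from light; medium: Bis-Tris buffer pH 6.0, 2.5 mM DTT, 0.005% Tween 20; signal: fluorescence, 480/540 nm; dosing: single compound dose of 20 µM, 1% DMSO final; also added: OMFP substrate, 25 µM final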
NadD inh = blocks S. aureus nicotinate mononucleotide adenylyltransferase; inhibition, % at 20 µM; 360,000 tested, 0.78% active; purified NadD enzyme, colorimetric absorbance read-out; in the data active = inhibition above about 26%; also: some compounds past the cut are filed as inactive
DNMT1 inh = inhibitors of human DNMT1 | P26358 | DNMT1 molecular beacon, Hinp1I cleavage, fluorescence | inhibition (reported as % activation of signal), % at 10 µM | 360,000 tested, 0.83% active; in the data active = inhibition above about 50%
Neddylation inh = blocks human cullin neddylation; calls only at 25 µM; TR-FRET cullin neddylation, biochemical; P61081+Q13564; 360,000 tested, 0.58% active; in the data active = inhibition above about 36%
LMPTP block = LMPTP (human) inhibition | P24666 | recombinant LMPTP-A, OMFP fluorogenic substrate, fluorescence intensity | inhibition, % at 20 µM | 360,000 tested, 0.22% active;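 active = compounds that cut the enzyme signal by at least half of the control window in the single-dose screen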;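 also: plate controls were DMSO wells with enzyme plus substrate for no effect and substrate without enzyme for full effect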
Target sequence (P24666 whole entry, looked up): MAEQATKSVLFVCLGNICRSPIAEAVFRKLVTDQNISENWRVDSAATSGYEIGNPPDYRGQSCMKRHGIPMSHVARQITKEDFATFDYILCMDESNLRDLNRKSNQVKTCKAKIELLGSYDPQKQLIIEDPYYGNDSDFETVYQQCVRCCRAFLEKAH
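Assay system: LMPTP-A phosphatase enzyme | Input: 0.625 nM enzyme | Also added: Fluorogenic phosphatase substrate OMFP at 400 µM final | Compound dosing: One test concentration per compound, 20 µM, with 3% DMSO overall | Schedule: 50 min enzyme reaction at room temperature, protected from light | Signal: Fluorescence intensity | Benchmarks: no-enzyme and uninhibited controls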
The depositor's hits bear a star. Outcome played no part in choosing rows; about 3.8% have a hit in one of these screens.

What do the screens show for `CC(=O)Oc1ccc(N(C(C)=O)S(=O)(=O)c2ccc(Cl)cc2)c2ccccc12`?
Rin1 Abl inh: -1.0; SUMO1 PPI mod: -3.5; CSN deneddyl inh: -5.8; Rpn11 block: inactive; Scp-1 inhibitor: -2.4; STEP block: 0.3; NadD inh: -0.9; DNMT1 inh: 2.1; Neddylation inh: inactive; LMPTP block: 0.0

Results for O=C(C1=C[C@H](c2coc3ccccc3c2=O)C[C@H](OCc2ccc(CO)cc2)O1)N1CCOCC1 ?
Rin1 Abl inh: 1.9; SUMO1 PPI mod: 0.6; CSN deneddyl inh: 2.4; Rpn11 block: inactive; Scp-1 inhibitor: -2.3; STEP block: -2.8; NadD inh: -6.0; DNMT1 inh: 7.8; Neddylation inh: inactive; LMPTP block: -1.3

Results for CC1CCC(N2CCN(c3ncccn3)CC2)CC1 (stereo not given) ?
Rin1 Abl inh: 0.1; SUMO1 PPI mod: -2.8; CSN deneddyl inh: -2.1; Rpn11 block: inactive; Scp-1 inhibitor: -4.3; STEP block: 0.6; NadD inh: 4.0; DNMT1 inh: 0.1; Neddylation inh: inactive; LMPTP block: -0.5

How did CCC(C)NC(=S)N1CCN(Cc2ccccc2)CC1 (stereo not given) do in these assays?
Rin1 Abl inh: 1.1; SUMO1 PPI mod: -1.0; CSN deneddyl inh: -4.0; Rpn11 block: inactive; Scp-1 inhibitor: -4.9; STEP block: 2.9; NadD inh: -0.4; DNMT1 inh: -2.4; Neddylation inh: inactive; LMPTP block: -1.1

How did Cc1nn(C)c(Cl)c1NC(=O)OCc1ccc(Cl)cc1Cl do in these assays?
Rin1 Abl inh: -1.0; SUMO1 PPI mod: -0.9; CSN deneddyl inh: 1.7; Rpn11 block: inactive; Scp-1 inhibitor: -10.8; STEP block: -1.8; NadD inh: -0.5; DNMT1 inh: -4.2; Neddylation inh: inactive; LMPTP block: 0.1

What do the screens show for `Cc1cc(C)cc(NC(=O)N2CCCN(Cc3c(F)cccc3Cl)CC2)c1`?
Rin1 Abl inh: 1.7; SUMO1 PPI mod: -1.0; CSN deneddyl inh: -0.2; Rpn11 block: inactive; Scp-1 inhibitor: -7.8; STEP block: -0.2; NadD inh: -3.6; DNMT1 inh: 3.2; Neddylation inh: inactive; LMPTP block: -0.2

Results for Cc1cc(C)n(-c2nc3sc4c(c3c3nnc(SC(C)C)n23)CC(C)(C)OC4)n1 ?
Rin1 Abl inh: 2.9; SUMO1 PPI mod: -2.5; CSN deneddyl inh: 5.2; Rpn11 block: inactive; Scp-1 inhibitor: -0.4; STEP block: 0.4; NadD inh: 0.2; DNMT1 inh: 3.8; LMPTP block: 0.5

What do the screens show for `COC(=O)c1ccc(C)c(NS(=O)(=O)c2cn(C)nc2C)c1`?
Rin1 Abl inh: 1.9; SUMO1 PPI mod: 0.4; CSN deneddyl inh: 0.0; Rpn11 block: inactive; Scp-1 inhibitor: 1.0; STEP block: 0.9; NadD inh: 4.7; DNMT1 inh: 3.2; Neddylation inh: inactive; LMPTP block: 2.5

Results for O=C(Cn1ccc2ccccc2c1=O)Nc1ccc2c(c1)OCO2 ?
Rin1 Abl inh: -0.3; SUMO1 PPI mod: 1.7; CSN deneddyl inh: -1.4; Rpn11 block: inactive; Scp-1 inhibitor: -7.6; STEP block: 3.4; NadD inh: -2.9; DNMT1 inh: -4.4; Neddylation inh: inactive; LMPTP block: 1.8

Results for C/C(N)=C(/C#N)C(=O)COC(=O)c1ccccc1O ?
Rin1 Abl inh: -0.4; SUMO1 PPI mod: 5.0; CSN deneddyl inh: 3.7; Rpn11 block: inactive; Scp-1 inhibitor: -4.4; STEP block: -3.9; NadD inh: -1.0; DNMT1 inh: 7.1; Neddylation inh: inactive; LMPTP block: -1.1

Results for C=CCN1C(=O)C(O)=C(C(C)=O)C1c1ccccc1F (stereo not given) ?
Rin1 Abl inh: -0.6; SUMO1 PPI mod: -1.8; CSN deneddyl inh: -0.2; Rpn11 block: inactive; Scp-1 inhibitor: -0.3; STEP block: 0.1; NadD inh: -4.1; DNMT1 inh: -0.1; Neddylation inh: inactive; LMPTP block: 0.0

How did CC(NC(=O)CN1CCCC1)C12CC3CC(CC(C3)C1)C2 (stereo not given) do in these assays?
Rin1 Abl inh: 1.1; SUMO1 PPI mod: -0.9; CSN deneddyl inh: 0.1; Rpn11 block: inactive; Scp-1 inhibitor: -8.4; STEP block: 1.5; NadD inh: -5.6; DNMT1 inh: 2.0; Neddylation inh: inactive; LMPTP block: -1.4

What do the screens show for `CC1=C(C(=O)N2CCCCCC2)CC(CC(=O)NC2CCCC2)C(=O)N1CCC1=CCCCC1` (stereo not given)?
SUMO1 PPI mod: 4.5; CSN deneddyl inh: -0.6; NadD inh: 3.4; Neddylation inh: inactive; LMPTP block: -0.3

Results for CC(C)c1ccc(NC(=O)COC(=O)CCC(=O)c2cccs2)cc1 ?
Rin1 Abl inh: -1.6; SUMO1 PPI mod: -1.9; CSN deneddyl inh: -7.8; Rpn11 block: inactive; Scp-1 inhibitor: -9.0; STEP block: 0.8; NadD inh: -7.4; DNMT1 inh: -0.3; Neddylation inh: inactive; LMPTP block: -0.3

How did CCN(C(=O)CSc1nc2ccccc2c(=O)n1-c1ccc(C)cc1)C1CCS(=O)(=O)C1 (stereo not given) do in these assays?
Rin1 Abl inh: 2.2; SUMO1 PPI mod: -1.2; CSN deneddyl inh: -7.7; Rpn11 block: inactive; Scp-1 inhibitor: -1.7; STEP block: 0.7; NadD inh: -2.7; DNMT1 inh: 3.0; Neddylation inh: inactive; LMPTP block: -0.6

What do the screens show for `CC(O)CNCCNCc1cccs1` (stereo not given)?
Rin1 Abl inh: -3.0; SUMO1 PPI mod: -4.7; CSN deneddyl inh: -3.8; Rpn11 block: inactive; Scp-1 inhibitor: -9.7; STEP block: 2.5; NadD inh: -8.6; DNMT1 inh: 2.2; Neddylation inh: inactive; LMPTP block: -5.2

What do the screens show for `COc1ccc(N2C(=O)CC(N3CCN(c4ccc(Cl)cc4)CC3)C2=O)cc1` (stereo not given)?
Rin1 Abl inh: 0.8; SUMO1 PPI mod: -0.8; CSN deneddyl inh: 1.6; Rpn11 block: inactive; Scp-1 inhibitor: -1.2; STEP block: -0.8; NadD inh: 0.3; DNMT1 inh: -3.5; Neddylation inh: inactive; LMPTP block: -1.0

Results for CCc1nn(CC(=O)NCCCN(Cc2ccccc2)C(C)C)c(=O)c2cc3sccc3n12 ?
Rin1 Abl inh: -3.5; SUMO1 PPI mod: -6.3; CSN deneddyl inh: -4.0; Rpn11 block: inactive; Scp-1 inhibitor: 1.5; STEP block: -7.2; NadD inh: -4.0; DNMT1 inh: 5.8; Neddylation inh: inactive; LMPTP block: 0.3

Results for COc1ccccc1-n1c(C)nc2cc(C(=O)NCc3ccc4c(c3)OCO4)ccc21 ?
Rin1 Abl inh: -0.8; SUMO1 PPI mod: 1.8; CSN deneddyl inh: -3.9; Rpn11 block: inactive; Scp-1 inhibitor: 2.4; STEP block: 5.7; NadD inh: -0.2; DNMT1 inh: 0.5; Neddylation inh: inactive; LMPTP block: 0.8

Results for CCOc1ccccc1Nc1ncnc2ccc(Br)cc12 ?
Rin1 Abl inh: 0.5; SUMO1 PPI mod: -4.9; CSN deneddyl inh: -6.9; Rpn11 block: inactive; Scp-1 inhibitor: 3.1; STEP block: -2.4; NadD inh: -8.0; DNMT1 inh: 0.4; Neddylation inh: inactive; LMPTP block: -1.0

How did CN(C)CCCNC(=O)c1cc(C(=O)c2c(Cl)cccc2Cl)c[nH]1 do in these assays?
Rin1 Abl inh: 2.6; SUMO1 PPI mod: 3.6; CSN deneddyl inh: -3.0; Rpn11 block: inactive; Scp-1 inhibitor: -3.0; STEP block: -1.2; NadD inh: -6.4; DNMT1 inh: 2.1; Neddylation inh: inactive; LMPTP block: 1.6

Results for COc1ccc(CCNC(=O)CN(C)S(=O)(=O)c2ccc(Br)s2)cc1OC ?
Rin1 Abl inh: 1.6; SUMO1 PPI mod: 3.4; CSN deneddyl inh: -0.1; Rpn11 block: inactive; Scp-1 inhibitor: -3.7; STEP block: 3.0; NadD inh: -4.5; DNMT1 inh: 1.6; Neddylation inh: inactive; LMPTP block: -1.5

What do the screens show for `Cc1ccccc1CC1(CO)CCCN(C(=O)c2ccoc2)C1` (stereo not given)?
Rin1 Abl inh: -2.7; SUMO1 PPI mod: 0.2; CSN deneddyl inh: -0.9; Rpn11 block: inactive; STEP block: -3.4; NadD inh: -9.6; DNMT1 inh: 1.4; Neddylation inh: inactive; LMPTP block: -2.4

What do the screens show for `CN(C)CCOCCOc1ccc(Cl)cc1C(C)(C)C`?
Rin1 Abl inh: 0.2; SUMO1 PPI mod: -0.9; CSN deneddyl inh: -0.8; Rpn11 block: inactive; Scp-1 inhibitor: -4.7; STEP block: 0.4; NadD inh: -3.7; DNMT1 inh: -6.3; Neddylation inh: inactive; LMPTP block: -1.8

What do the screens show for `Cc1cc(C(F)F)n2nc(C(=O)O)nc2n1`?
Rin1 Abl inh: -0.1; SUMO1 PPI mod: 1.3; CSN deneddyl inh: -0.6; Rpn11 block: inactive; Scp-1 inhibitor: 1.6; STEP block: -0.7; NadD inh: -1.8; DNMT1 inh: 5.9; Neddylation inh: inactive; LMPTP block: 0.3

Results for Cn1ccnc1SCC(=O)c1ccc([N+](=O)[O-])cc1 ?
Rin1 Abl inh: 1.0; SUMO1 PPI mod: -26.8; CSN deneddyl inh: 5.0; Rpn11 block: inactive; Scp-1 inhibitor: -2.5; STEP block: 1.2; NadD inh: -2.9; DNMT1 inh: -12.2; Neddylation inh: inactive; LMPTP block: -0.8

Results for CC(C)c1ccc(-c2csc3nc[nH]c(=O)c23)cc1 ?
Rin1 Abl inh: 2.2; SUMO1 PPI mod: 5.6; CSN deneddyl inh: 5.4; Rpn11 block: inactive; Scp-1 inhibitor: -6.5; STEP block: 0.3; NadD inh: 3.3; DNMT1 inh: -0.2; Neddylation inh: inactive; LMPTP block: 1.9

Results for COc1ccc(NC(=O)CSc2ccc3ccccc3c2)cc1S(=O)(=O)N1CCCCC1 ?
Rin1 Abl inh: -8.0; SUMO1 PPI mod: -3.5; CSN deneddyl inh: 3.3; Rpn11 block: inactive; Scp-1 inhibitor: -4.6; STEP block: -1.2; NadD inh: 0.4; DNMT1 inh: -15.7; Neddylation inh: inactive; LMPTP block: 2.5

What do the screens show for `Cc1cc(N(C)/N=C/c2ccccc2O)nc(-c2ccccc2O)n1`?
Rin1 Abl inh: 0.0; SUMO1 PPI mod: 1.1; CSN deneddyl inh: -3.6; Rpn11 block: inactive; Scp-1 inhibitor: -7.3; STEP block: 9.3; NadD inh: 5.5; DNMT1 inh: 1.6; Neddylation inh: inactive; LMPTP block: 3.1

Screening data: PubChem, several laboratories
